EWS-Fli block: blocks EWS/Fli oncoprotein-driven transcription; AID 651661; 350,000 compounds, 0.67% hits; inhibition, % at 12.6 µM; A673 NR0B1-luciferase reporter, viability-normalised;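 active = mean inhibition of at least 50% after viability correction, with every replicate also passing that limit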;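 also: firefly luciferase signal divided by Alamar Blue viability fluorescence both relative to DMSO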
CASP6 VEID inh: blocks human caspase-6 cleavage activity; P55212; purified caspase-6, Z-VEID-R110 cleavage fluorescence; inhibition, % at 12.5 µM; 350,000 compounds, 0.53% hits;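 active = mean inhibition across replicates at least about 35%, with every replicate also reaching that limit, limit read from the data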;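 also: 0% = median of neutral control wells and 100% = no fluorescence left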
Target sequence (P55212 24-179 limits assumed): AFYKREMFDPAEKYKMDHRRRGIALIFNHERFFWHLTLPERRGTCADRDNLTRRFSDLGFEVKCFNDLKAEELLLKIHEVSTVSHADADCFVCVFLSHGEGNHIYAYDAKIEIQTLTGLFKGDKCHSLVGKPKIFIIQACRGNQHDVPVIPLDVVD
Target sequence (P55212 194-293 limits assumed): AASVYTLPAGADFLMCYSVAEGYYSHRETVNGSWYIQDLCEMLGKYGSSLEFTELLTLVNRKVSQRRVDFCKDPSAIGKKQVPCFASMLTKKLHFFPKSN
miR122 inh: inhibitors of miR-122 in Huh7 cells; Huh7 miR-122 Renilla luciferase sensor, 48 h; neutral wells = 0, positive control = 100; activation (reporter increase), % at 12.5 µM; 340,000 compounds, 0.3% hits;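 active = mean replicate activation score at least 90 and every replicate individually at or above 90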;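 also: higher luciferase means less miR-122 activity so hits act as miR-122 inhibitors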
FN deposit inh: fibronectin deposition inhibition. AID 743247. inhibition, % at 12.6 µM. AH1F fibroblasts, Alexa488-fibronectin deposition fluorescence, overnight. 350,000 compounds, 0.086% hits;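 active = mean inhibition across replicates of 30% or more, regardless of how many single replicates reach that level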;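 also: positive control wells lacked labelled fibronectin entirely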
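Assay system: AH1F fibroblasts assembling fluorescent fibronectin matrix; Amount: 10000 AH1F cells per well; Buffer or medium: DMEM, 2% serum; Probe or stimulus: Alexa488-fibronectin, 24 nM final in well; Doses: single compound dose, delivered by pin transfer; Incubation: 1 h adhesion, overnight exposure; Measured by: fluorescence 485/525 nm; Read-out: fibronectin deposition inhibition.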
Cneo AK release: Cryptococcus neoformans lysis via adenylate kinase release | C. neoformans lysis, adenylate kinase release luminescence, 4 h; normalised: neutral wells 0, clomiphene wells 100 | lysis activity, % at 15 µM | 360,000 compounds, 0.2% hits;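 active = mean lysis activity across replicates of at least 80%, whatever share of replicates individually reach that level; inactive = mean lysis activity below 80%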
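Material: C. neoformans cells; Schedule: 4 h static compound exposure, 37 °C, read 1 h post-reagent; Measured by: adenylate kinase release luminescence; Read-out: signal increase indicating cell lysis; Controls: Clomiphene as positive lysis control.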
PAX8 reporter: lowers PAX8-driven luciferase in RMG-I cells. RMG-I TPO-luciferase reporter, SteadyGlo, 24 h. inhibition, % at 12.6 µM. 360,000 compounds, 1.2% hits;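 active = mean replicate inhibition at least 60% with every replicate also reaching 60%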;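 also: luciferase light reporting Pax8 driven TPO promoter activity; plate controls were median of neutral control wells for no effect and mitoxantrone controls for full effect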
PGC1a acetyl inh: lowers PGC1a acetylation signal in U2OS cells; 350,000 compounds, 0.17% hits; AlphaScreen anti-acetyl-lysine; with virally co-expressed GCN5 acetyltransferase; inhibition, % at 15.6 µM;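 active = every replicate shows inhibition of at least 40%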;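 also: 0% = neutral control wells and 100% = positive control wells; some results beyond the cut were filed as inactive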
LGR2 antag: Drosophila LGR2 receptor signaling inhibition; 380,000 compounds, 0.35% hits; HEK293 LGR2, CRE-luciferase, bursicon-stimulated, 4 h; inhibition, % at 9.99 µM;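 active = drop in luminescence signal, shown as inhibition above about 50% in the replicate tests, limit read from the data, passing the limit was not always enough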;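 also: agonist challenge used bursicon conditioned medium at about half maximal strength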
Starred values were filed as active, the others as inactive; & = joins results of further samples; [ ] = another dose, or the depositor's remark.

A first look:
For CC(C)NC(=O)N(C)C[C@@H]1OCCCC[C@@H](C)Oc2ccc(NS(=O)(=O)c3cccs3)cc2C(=O)N([C@H](C)CO)C[C@@H]1C the results were EWS-Fli block -2, CASP6 VEID inh 0, miR122 inh -3[16.7 µM], FN deposit inh 6, Cneo AK release -3, PAX8 reporter -13, PGC1a acetyl inh 4 and LGR2 antag 18.
O=C(Oc1ccc(OC(=O)N2CCOCC2)cc1)c1ccccc1 was read as miR122 inh -8, Cneo AK release 2, PGC1a acetyl inh -11 and LGR2 antag -29.

This part in full, from the start:
For CC(C)NC(=O)N(C)C[C@@H]1OCCCC[C@@H](C)Oc2ccc(NS(=O)(=O)c3cccs3)cc2C(=O)N([C@H](C)CO)C[C@@H]1C the results were EWS-Fli block -2, CASP6 VEID inh 0, miR122 inh -3[16.7 µM], FN deposit inh 6, Cneo AK release -3, PAX8 reporter -13, PGC1a acetyl inh 4 and LGR2 antag 18.
O=C(Oc1ccc(OC(=O)N2CCOCC2)cc1)c1ccccc1 was read as miR122 inh -8, Cneo AK release 2, PGC1a acetyl inh -11 and LGR2 antag -29.
Cc1ccc(N2CC(C(=O)O)CC2=O)cc1 (configuration not stated) was read as EWS-Fli block 7, CASP6 VEID inh 1, miR122 inh -2, FN deposit inh 5, PAX8 reporter -14, PGC1a acetyl inh -3 and LGR2 antag 8.
`Cc1ccccc1Cn1nnc(C(=O)Nc2cccc(C)c2C)c1N` gave miR122 inh 44, FN deposit inh -1, Cneo AK release -1, PAX8 reporter 0 and PGC1a acetyl inh -5.
For O=C(NC(=S)N1CCCC1)c1ccc(Cl)cc1Cl the results were CASP6 VEID inh -3, miR122 inh 1, FN deposit inh -4, Cneo AK release 4, PAX8 reporter -7, PGC1a acetyl inh 6 and LGR2 antag 1.
O=[N+]([O-])c1cnc2ccccc2c1 was read as EWS-Fli block 0, CASP6 VEID inh -3, miR122 inh -8, FN deposit inh 5, Cneo AK release 7, PAX8 reporter 16 and LGR2 antag 3.
CCN(CC(=O)NCc1ccc(F)cc1)CC(=O)Nc1ccc(Br)cc1F was read as EWS-Fli block 5, CASP6 VEID inh -4, FN deposit inh 0, Cneo AK release 0, PAX8 reporter 7, PGC1a acetyl inh -11 and LGR2 antag 4.
CC(C)CN1CCN(Cc2cccc3cccnc23)CC1CCO (configuration not stated) was read as EWS-Fli block 7, CASP6 VEID inh 6, miR122 inh -4, FN deposit inh 6, Cneo AK release 1, PAX8 reporter -3 and LGR2 antag -1.
COC(=O)[C@@]1(Cc2ccc(OC)cc2)[C@H]2c3cc(C(=O)N4CCCC4)n(Cc4ccc(Cl)c(C(F)(F)F)c4)c3C[C@H]2CN1C(=O)c1ccccc1 was read as EWS-Fli block 2, CASP6 VEID inh -3, FN deposit inh -2, PAX8 reporter 20 and LGR2 antag 7.
Screening Cc1cc(S(=O)(=O)Nc2ccc(C(=O)NCC(C)(C)N3CCOCC3)cc2)ccc1F returned EWS-Fli block 15, CASP6 VEID inh 0, miR122 inh -4, FN deposit inh -2, Cneo AK release -1, PAX8 reporter 10, PGC1a acetyl inh -2 and LGR2 antag 10.
For C[C@H]1CN([C@@H](C)CO)C(=O)c2ccccc2-c2ccccc2CO[C@H]1CN(C)C(=O)c1cc(Cl)cc(Cl)c1 the results were EWS-Fli block -2, CASP6 VEID inh 0, FN deposit inh -2, PAX8 reporter 14, PGC1a acetyl inh -19 and LGR2 antag 4.
Screening CN(Cc1c(F)cccc1Cl)C(=O)COC(=O)Cn1cnc2ccccc2c1=O returned EWS-Fli block 3, CASP6 VEID inh 1, miR122 inh 3, FN deposit inh 5, Cneo AK release -1, PAX8 reporter 0, PGC1a acetyl inh -2 and LGR2 antag -2.
`O=C(Nc1ccccc1F)N1CCCCN2[C@H](CO)[C@H](c3ccc(-c4cccnc4)cc3)[C@H]2C1` gave CASP6 VEID inh 1, miR122 inh 1[16.7 µM], Cneo AK release -1, PAX8 reporter -13, PGC1a acetyl inh 4 and LGR2 antag 4.
Screening C[C@@H]1CCCCO[C@H](CN(C)S(=O)(=O)c2cccs2)[C@@H](C)CN([C@H](C)CO)C(=O)c2cc(NC(=O)CCCN(C)C)ccc2O1 returned EWS-Fli block -6, CASP6 VEID inh -9, miR122 inh -3[16.7 µM], Cneo AK release 2, PGC1a acetyl inh 0 and LGR2 antag -5.
`Cc1ccc(S(=O)(=O)NCCC(=O)NCc2ccc3c(c2)OCO3)cc1C` gave miR122 inh -4, FN deposit inh -3, Cneo AK release 0, PAX8 reporter 7 and PGC1a acetyl inh 1.
For C[C@@H]1CCCCO[C@H](CN(C)C(=O)Nc2ccccc2)[C@@H](C)CN([C@@H](C)CO)C(=O)c2cc(NS(=O)(=O)c3cn(C)cn3)ccc2O1 the results were EWS-Fli block -3, CASP6 VEID inh 0, miR122 inh 0[16.7 µM], FN deposit inh 3, Cneo AK release 55, PAX8 reporter -11, PGC1a acetyl inh 6 and LGR2 antag -4.
For CC(C)C(=O)N1CCN(c2ccccc2NC(=O)COc2ccccc2)CC1 the results were EWS-Fli block 12, CASP6 VEID inh 0, miR122 inh 0, FN deposit inh 3, Cneo AK release 4, PAX8 reporter 20, PGC1a acetyl inh 1 and LGR2 antag 9.
Screening O=S(=O)(c1cccs1)N1CCCc2cccc(O)c21 returned miR122 inh 8, FN deposit inh -4, Cneo AK release -1 and PGC1a acetyl inh -2.
For Cc1nnc(SCc2ccccc2)[nH]c1=O the results were EWS-Fli block -3, CASP6 VEID inh -2, miR122 inh -6, FN deposit inh 6, PAX8 reporter 6, PGC1a acetyl inh 27 and LGR2 antag 26.
CCOC(=O)C1CCN(C2CC(=O)N(c3cccc(Cl)c3)C2=O)CC1 (configuration not stated) was read as CASP6 VEID inh 2, miR122 inh 0, Cneo AK release -1, PGC1a acetyl inh -13 and LGR2 antag -13.

Three structures already listed, arranged by length of the SMILES, lowest first:
For Cc1nnc(SCc2ccccc2)[nH]c1=O the results were EWS-Fli block -3, CASP6 VEID inh -2, miR122 inh -6, FN deposit inh 6, PAX8 reporter 6, PGC1a acetyl inh 27 and LGR2 antag 26.
CC(C)CN1CCN(Cc2cccc3cccnc23)CC1CCO (configuration not stated) was read as EWS-Fli block 7, CASP6 VEID inh 6, miR122 inh -4, FN deposit inh 6, Cneo AK release 1, PAX8 reporter -3 and LGR2 antag -1.
CCN(CC(=O)NCc1ccc(F)cc1)CC(=O)Nc1ccc(Br)cc1F was read as EWS-Fli block 5, CASP6 VEID inh -4, FN deposit inh 0, Cneo AK release 0, PAX8 reporter 7, PGC1a acetyl inh -11 and LGR2 antag 4.

Additional entries:
O=C(Nc1cccc(-c2csc(Nc3ccc(Cl)cc3)n2)c1)c1ccccc1 was read as EWS-Fli block -78, miR122 inh 3, FN deposit inh -6, Cneo AK release 1, PAX8 reporter 6, PGC1a acetyl inh -21 and LGR2 antag -3.
`COCCn1c(SCc2cccnc2)nnc1-c1ccco1` gave miR122 inh 7, FN deposit inh -3, Cneo AK release 0, PAX8 reporter 3 and PGC1a acetyl inh -3.
For O=C(C[C@@H]1C[C@@H]2c3cc(NC(=O)C4CCC4)ccc3O[C@@H]2[C@H](CO)O1)NCc1ccccc1 the results were EWS-Fli block -1, CASP6 VEID inh -3, miR122 inh -7[16.7 µM], FN deposit inh -3, Cneo AK release 1, PAX8 reporter 1, PGC1a acetyl inh -17 and LGR2 antag -5.
Screening CCOc1ccc(C(=O)NCCc2cnc[nH]2)cc1 returned EWS-Fli block 0, CASP6 VEID inh 3, miR122 inh 0, FN deposit inh -2, Cneo AK release 0, PAX8 reporter -9, PGC1a acetyl inh 3 and LGR2 antag 5.
For C[C@H](CO)N1C[C@H](C)[C@@H](CN(C)S(=O)(=O)c2ccc(F)cc2)Oc2c(NC(=O)C3CCCCC3)cccc2C1=O the results were EWS-Fli block 8&0, CASP6 VEID inh -1&-1, miR122 inh 28&7[16.7 µM], Cneo AK release -7&9, PGC1a acetyl inh 7&-6 and LGR2 antag -4.
Screening COc1ccc(CNC(=O)C(=O)NC2CCC(C)CC2)cc1 (configuration not stated) returned EWS-Fli block -5, CASP6 VEID inh 1, miR122 inh -5, FN deposit inh -5, Cneo AK release 2, PAX8 reporter 0 and LGR2 antag -1.
Screening O=C(Cn1cc(C(=O)c2cccs2)c2ccccc21)NCC1CCCO1 (configuration not stated) returned miR122 inh -1, FN deposit inh 10, Cneo AK release -1, PAX8 reporter 7 and PGC1a acetyl inh -86.
Screening CC(C)c1ccc(NC(=O)C2CC(=O)N(C3CCCC3)C2)cc1 (configuration not stated) returned EWS-Fli block 1, CASP6 VEID inh 1, miR122 inh 1, FN deposit inh -1, Cneo AK release 0, PAX8 reporter -6, PGC1a acetyl inh 16 and LGR2 antag 6.
Screening CCOC(=O)C(Cc1ccc(OC)c([N+](=O)[O-])c1)NC(=O)CCC(=O)Nc1ccc(OC)cc1 (configuration not stated) returned EWS-Fli block 12, CASP6 VEID inh -2, miR122 inh -5, FN deposit inh -5, PAX8 reporter 15, PGC1a acetyl inh -9 and LGR2 antag 20.
Screening Cc1c(C(=O)NCc2ccc(C(C)C)cc2)sc(=O)n1Cc1cccc(F)c1 returned EWS-Fli block 15, CASP6 VEID inh 0, miR122 inh 3, FN deposit inh 3, Cneo AK release -1, PAX8 reporter 19, PGC1a acetyl inh -2 and LGR2 antag 13.
CN(C(=O)CSc1ncnc2ccccc12)C1CCCCC1 was read as EWS-Fli block -96, CASP6 VEID inh 2, FN deposit inh -9, Cneo AK release 0, PAX8 reporter -75 and LGR2 antag -67.
Screening COCCNc1nc(-c2ccccc2)nc2ccccc12 returned EWS-Fli block -7, CASP6 VEID inh -1, FN deposit inh 1, PAX8 reporter -15, PGC1a acetyl inh -13 and LGR2 antag -2.
`CC1=NN(c2ccccc2)C(=O)/C1=C/N(C)C` gave EWS-Fli block -1, CASP6 VEID inh 3, FN deposit inh 0, Cneo AK release 0, PAX8 reporter -3, PGC1a acetyl inh -4 and LGR2 antag -11.
`O=C(O)c1cccc(-c2ccc(/C=N/NC(=O)C3COc4ccccc4O3)o2)c1` (configuration not stated) gave EWS-Fli block -21, CASP6 VEID inh 3, FN deposit inh -9, PAX8 reporter -19, PGC1a acetyl inh 8 and LGR2 antag -123.
For O=C(Oc1coc(CSc2ncccn2)cc1=O)c1cccc([N+](=O)[O-])c1 the results were EWS-Fli block 3, CASP6 VEID inh 9, miR122 inh -6, FN deposit inh -10, PAX8 reporter -6, PGC1a acetyl inh 9 and LGR2 antag 8.
`CCCC#Cc1ccc2c(c1)O[C@@H](CN(C)Cc1cncnc1)[C@H](C)CN([C@@H](C)CO)S2(=O)=O` gave EWS-Fli block 14, CASP6 VEID inh -3, miR122 inh 44[16.7 µM], FN deposit inh 3, Cneo AK release -1, PGC1a acetyl inh -8 and LGR2 antag -6.
Cc1ccc(-c2nc3ccsc3c(=O)[nH]2)cc1 was read as EWS-Fli block -85, CASP6 VEID inh 0, miR122 inh 5, FN deposit inh -15, Cneo AK release -3, PAX8 reporter -86, PGC1a acetyl inh 2 and LGR2 antag -9.

Assay outcomes from PubChem BioAssay.
